HEK293 cAMP ctrl = raises cAMP in parental HEK293 cells, TSHR agonist counter-screen | Potency, µM (series often up to 57.1 µM), inactives show top-dose activation, hits mostly activators | AID 938 | 73,000 tested, 2.5% active | parental HEK293 CNG cAMP sensor, membrane potential fluorescence; also: % of control where 0% means no effect; nearly all actives have a fitted effect of over 55% in size
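Parental HEK 293 cells stably expressing a modified CNG channel (no TSHR) report cAMP rise as membrane depolarization. Membrane potential dye with 100 uM RO 20-1724 was loaded for 60 min at room temperature, then compound added for 30 min; fluorescence read at 590 nm.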
Caspase-7 inhib = caspase-7 (human) inhibition, allosteric or competitive; 75,000 tested, 0.02% active; P55210; Potency, µM (titrated, usually from 57.5 µM), for the others: at the highest dose activity change, negative = inhibition, actives largely listed as inhibitors; recombinant caspase-7, Ac-DEVD-AFC fluorescence rate; AID 889; active = well fitted inhibition curve with a large enough effect in the main read-out, with a control signal flat, not every such curve was filed as active; inconclusive = small, poorly fitted or top-dose-only effect, or a change in a side signal; also: % of control where 0% means no effect
Casp1 inh = blocks human caspase-1 allosterically or competitively | P29466 | Caspase-1 enzyme, Ac-WEHD-AFC fluorogenic rate | Potency, µM (series often up to 57.5 µM), without a hit: at the top dose activity change, negative = inhibition, actives largely listed as inhibitors | 75,000 tested, 0.03% active;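 also: plate controls were vehicle for no effect and no substrate for full effect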
An asterisk follows results filed as active; ? = inconclusive; [ ] = remark or other dose. Unless noted, calls follow the shape of the dose curve; as a rule, active = well fitted curve in the direction sought with a large enough effect; inconclusive = small, poorly fitted or top-dose-only effect, or another doubt; inactive = no such curve, though single readings can be large; an effect the other way counts as inactive or inconclusive. Potency is read from the fitted curve at half-maximal effect.

| structure | HEK293 cAMP ctrl | Caspase-7 inhib | Casp1 inh |
| --- | --- | --- | --- |
| CCOc1ccccc1N1CCN(C(=O)c2cc(C)oc2C)CC1 | -9% | -2% | -4% |
| CCOc1ccc(CNC(=O)C(CC)n2nc(C)n3c(cc4occc43)c2=O)cc1OC (stereo unspecified) | -5% | -1% | -2% |
| CCOC(=O)C1=C(N)OC2=C(C(=O)CC(C)(C)C2)C1C1CCCCC1 (stereo unspecified) | ? | -1% | -2% |
| COc1cccc(-n2cnc3cccc(N)c32)c1 | -12% | -1% | -3% |
| O=C(O)c1ccc(Cl)c(S(=O)(=O)Nc2ccccc2F)c1 | -1% | -1% | 1% |
| O/N=C1/CC/C(=N\O)c2nn(-c3ccccc3)nc21 | -7% | -1% | -4% |
| COc1cccc(C(=O)NCc2cccnc2)c1 | 19% | -1% | -6% |
| O=C(CN1C(=O)CCSc2ccccc21)Nc1ccc2c(c1)OCO2 | 4% | -1% | -2% |
| CC(C)(C)C(=O)NC(C(N)=O)=C(Cl)Cl | -18% | 1% | 2% |
| CC(C)CCNc1cc(=O)n(C)c(=O)n1C | ? | -1% | 0% |
| CCOC(=O)c1c(NC(=O)CN(CC)CC)sc2c1CCN(C(=O)OCC)C2 | ? | -6% | -4% |
| COc1ccc(-n2ncc3c(NCc4ccco4)ncnc32)cc1 | 5%[11.4 µM] | -3% | -2% |
| COc1ccc(CNC(=O)C2CSC(=O)C2)cc1 (stereo unspecified) | -14% | -3% | -1% |
| COc1cccc(OC)c1OCCCCN1CCCC1 | -13% | 0% | -3% |
| O=C(CCn1cccc1)NCCc1ccc(Cl)cc1 | ? | -1% | 0% |

Results in Casp1 inh (three entries from above):
molecule	Casp1 inh
COc1cccc(C(=O)NCc2cccnc2)c1	-6%
O=C(CN1C(=O)CCSc2ccccc21)Nc1ccc2c(c1)OCO2	-2%
CC(C)(C)C(=O)NC(C(N)=O)=C(Cl)Cl	2%

Following part.
| structure | HEK293 cAMP ctrl | Caspase-7 inhib | Casp1 inh |
| --- | --- | --- | --- |
| CCOC(=O)N1CCN(C(=O)c2ccc3c(c2)sc2nc(-c4ccccc4)cn23)CC1 | -10% | -2% | -4% |
| COc1ccc(C(=O)NCCSc2ccccn2)cc1 | -1% | -1% | -2% |
| CC1Cc2ccccc2C(=O)N1 (stereo unspecified) | ? | -1% | -2% |
| O=C(CCn1cccc1)NC1CCCc2ccccc21 (stereo unspecified) | ? | -3% | -1% |
| CCN(CC)c1ccc(NC(=O)c2cnc3ccccn3c2=O)c(C)c1 | -1% | 2% | -2% |
| COc1ccccc1Oc1ccc2c(c1)C(=O)N(c1cccc(O)c1)C2=O | 3% | -5% | -11% |
| COc1ccccc1N(CC(=O)NCc1cccnc1)S(C)(=O)=O | -3% | -1% | -1% |
| CCOC(=O)CNC(=O)CSc1ncnc2c1nnn2-c1ccc(F)cc1 | -5% | -1% | -2% |
| COc1cccc(N2CCN(C(=O)c3cccnc3)CC2)c1 | -7% | -1% | 1% |
| COc1ccc(S(=O)(=O)Nc2ccccc2C(=O)O)cc1 | -5% | 0% | -2% |
| COc1ccc(N(CC(=O)N2CCN(C)CC2)S(C)(=O)=O)cc1OC | -13% | -8% | -9% |
| CCOC(=O)C1CCN(C(=O)c2ccccc2NC(C)=O)CC1 | -8% | 0% | 1% |
| CCC(C#CCN1CCCCC1)(CC)OCCC#N | 0% | 0% | -1% |
| CN1CCN(C(=O)c2ccc(-n3c(=O)c(=O)[nH]c4ccccc43)cc2)CC1 | -18% | 0% | -2% |
| N#Cc1c(N)nc(SCc2ccncc2)c(C#N)c1-c1cccs1 | 7% | -22% | -9% |

Some of these compounds in order of SMILES length, lowest first:
| structure | HEK293 cAMP ctrl | Caspase-7 inhib | Casp1 inh |
| --- | --- | --- | --- |
| COc1ccc(C(=O)NCCSc2ccccn2)cc1 | -1% | -1% | -2% |
| COc1cccc(N2CCN(C(=O)c3cccnc3)CC2)c1 | -7% | -1% | 1% |
| N#Cc1c(N)nc(SCc2ccncc2)c(C#N)c1-c1cccs1 | 7% | -22% | -9% |

Carrying on.
| structure | HEK293 cAMP ctrl | Caspase-7 inhib | Casp1 inh |
| --- | --- | --- | --- |
| O=C(NCCO)c1ccc(-n2c(=O)c(=O)[nH]c3ccccc32)cc1 | -8% | -1% | -2% |
| CO[C@@]1(NC(=O)Cc2cccs2)C(=O)N2C(C(=O)O)=C(COC(N)=O)CS[C@@H]21 | -9% | -5% | -6% |
| Cc1cc(C(=O)N2CCN(S(C)(=O)=O)CC2)cs1 | -23% | -1% | -5% |
| COc1ccc(/C=N/n2c(C)nnc2C)c(OC)c1OC | -2% | 0% | -3% |
| COc1ccc(OC)c(N(CC(=O)NCc2ccccn2)S(C)(=O)=O)c1 | 4% | -1% | -1% |
| O=C(NCCCN1CCOCC1)c1ccc(-n2c(=O)c(=O)[nH]c3ccccc32)cc1 | -16% | 0% | -3% |
| O=C(NC1CCS(=O)(=O)C1)C12CC3CC(CC(C3)C1)C2 (stereo unspecified) | -10% | -2% | -2% |
| COc1ccc2c(c1)[nH]c1c(N3CCN(Cc4ccc5c(c4)OCO5)CC3)ncnc12 | 23% | -3% | -4% |
| CN1CCN(C2CCCCCC2)CC1 | -6% | -1% | -2% |
| COc1cc2c(cc1OC)CN(Cc1ccc(OC)c(C)c1OC)CC2 | ? | -1% | -3% |
| CCc1cccc(C)c1NC(=O)c1cccc(N(C)C)c1 | 8% | -3% | -1% |
| Cc1cc(C)c(S(=O)(=O)Nc2ccccc2C(=O)O)cc1C | -16% | -1% | -5% |
| COc1ccc(S(=O)(=O)NC(CC(=O)NCc2ccco2)C(C)C)cc1 (stereo unspecified) | ? | -2% | -1% |
| O=C(N/N=C/c1ccc(O)cc1O)c1cc(-c2ccccc2)n[nH]1 | -1% | -6% | -4% |
| O=C(Cc1coc(-c2ccc(F)cc2)n1)Nc1ccccc1 | 15% | 0% | -2% |

Filtered by structure, the compounds so far containing a Cl atom.
| structure | HEK293 cAMP ctrl | Caspase-7 inhib | Casp1 inh |
| --- | --- | --- | --- |
| O=C(O)c1ccc(Cl)c(S(=O)(=O)Nc2ccccc2F)c1 | -1% | -1% | 1% |
| CC(C)(C)C(=O)NC(C(N)=O)=C(Cl)Cl | -18% | 1% | 2% |
| O=C(CCn1cccc1)NCCc1ccc(Cl)cc1 | ? | -1% | 0% |

Additional records follow.
| structure | HEK293 cAMP ctrl | Caspase-7 inhib | Casp1 inh |
| --- | --- | --- | --- |
| O=C(CCN1C(=O)c2ccccc2C1=O)NCc1ccncc1 | ? | -1% | -3% |
| Cc1cc(C(F)(F)F)nn1CCCNC(=O)c1cnccn1 | 13% | -1% | -1% |
| O=C(/C=C/N1CCOCC1)c1coc2ccccc12 | 4% | -3% | -1% |
| O=C(Nc1ccccc1Cl)N1CCN(c2ccc3nnc(-c4ccc(F)cc4)n3n2)CC1 | 3% | -6% | -6% |
| CCN1CCCC1CNC(=O)c1ccc(Cc2nc3ccccc3[nH]2)cc1 (stereo unspecified) | -6% | 0% | -3% |
| COc1cc(C(=O)NCc2ccco2)c(Br)c(OC)c1OC | -2% | -1% | -3% |
| O=C(CSc1ncnc2c1nnn2Cc1ccccc1F)N1CCN(c2ccccc2)CC1 | ? | -8% | -6% |
| COc1cccc(OC)c1OCCCN1CCOCC1 | -8% | 0% | 0% |
| O=c1[nH]ncc2c3ccccc3n(Cc3ccc(F)cc3)c12 | 5% | -1% | 2% |
| COc1cccc(Nc2ncnc3c2cnn3-c2cccc(C)c2)c1 | 24% | -4% | -3% |
| CC(=O)Nc1ccc(S(=O)(=O)NC(CC(=O)NC2CCCCC2C)C(C)C)cc1 (stereo unspecified) | ? | 0% | -1% |
| COc1ccc(-n2ncc3c(NC(C)C)ncnc32)cc1 | -6% | -2% | -3% |
| Cc1nnc(C)n1/N=C/c1cccs1 | -5% | 0% | -2% |
| O=C(Oc1ccccc1)n1c(=O)oc2ccc(Cl)cc21 | -14% | 0% | -8% |
| CC1CCCCN1CCCNC(=O)c1ccc(Cc2nc3ccccc3[nH]2)cc1 (stereo unspecified) | -21% | 0% | -2% |

(more compounds)
| structure | HEK293 cAMP ctrl | Caspase-7 inhib | Casp1 inh |
| --- | --- | --- | --- |
| O=C(O)c1cc(S(=O)(=O)Nc2cccc(F)c2)ccc1Cl | -9% | 0% | -2% |
| COc1ccccc1CCNC(=O)c1ccc(C)o1 | -12% | -1% | -5% |
| O=C(NCc1ccccc1)NS(=O)(=O)c1ccccc1Cl | -9% | -3% | -2% |
| COc1cc(C(=O)Nc2cccc(-c3nc4cc(C)cc(C)c4o3)c2)cc(OC)c1OC | 16% | 0% | 3% |
| CCCC(=O)c1c(NC)cc(C)oc1=O | 8% | 1% | -4% |
| CCN(CC)C(=O)CSc1ncnc2c1nnn2-c1ccc(F)cc1 | -12% | 2% | -3% |
| O=c1c2ccccc2nc2n1CCCS2 | 1% | -3% | -3% |
| CCCCOc1ccccc1C1NC(=O)NC(C)=C1C(=O)OCc1ccco1 (stereo unspecified) | 14% | -6% | -5% |
| CCSC(C)CC1C/C(=N/O)c2c(C)noc2C1 (stereo unspecified) | 24% | -1% | 1% |
| COc1cc(OC)cc(C(=O)N2CCCc3ccccc32)c1 | ? | 4% | -7% |
| Cc1cccc(-c2noc(Cc3ccccc3)n2)c1 | -7% | -2% | -2% |
| O=C(c1cnc2ccccn2c1=O)N1CCc2ccccc21 | -9% | -3% | -2% |
| Cc1nnc2n(-c3ccc(Cl)cc3)c(=O)c3c4c(sc3n12)CN(C)CC4 | ? | -1% | 0% |
| CC(C)(C)c1ccc(-c2nc(-c3ccncc3)no2)cc1 | 9% | -5% | -6% |
| CCc1cc(=O)oc2cc(OCC(=O)N3CCCc4ccccc43)ccc12 | -5% | -3% | -3% |

Next part:
| structure | HEK293 cAMP ctrl | Caspase-7 inhib | Casp1 inh |
| --- | --- | --- | --- |
| Cn1c(C(=O)NCCN2CCOCC2)cc2sccc21 | -16% | -2% | -1% |
| CCn1c(C(=O)NCc2ccccn2)cc2sccc21 | 18% | 0% | 1% |
| Nc1nnc(CCCCc2cccs2)o1 | 0.5µM* | -2% | -2% |
| CCOc1ccc(-c2cc(C(=O)N/N=C/c3ccc(O)c(OC)c3)[nH]n2)cc1 | -12% | 0% | 0% |
| CC(NC(=O)c1ccc2c(c1)OCO2)C1CCCO1 (stereo unspecified) | -8% | 0% | -3% |
| Cc1nnc(C)n1/N=C/c1ccccn1 | -21% | -4% | -5% |
| O=C(O)CN(c1ccccc1F)S(=O)(=O)c1ccccc1 | ? | -1% | 2% |
| CNc1oc(-c2ccccc2)nc1C#N | -10% | 2% | 1% |
| Cc1ccc(/C=N/n2c(C)nnc2C)cc1 | -17% | 3% | -4% |
| COc1cc(NC(=O)c2cc3ccccc3o2)c(OC)cc1Br | 11% | -3% | -7% |
| COc1ccccc1N/C(=N/c1nc(C)cc(C)n1)NC(C)=O | 3% | 0% | 0% |
| O=C(NC1CCN(Cc2ccccc2)C1)c1ccc(Cc2nc3ccccc3[nH]2)cc1 (stereo unspecified) | -8% | -1% | -2% |
| Cn1c(C(=O)NCc2cccs2)cc2oc3ccccc3c21 | 15% | -5% | -5% |
| CSc1cc(/C=N/O)c(SC)s1 | 21% | -2% | 1% |
| CCc1cc(C(=O)Nc2ccccc2)cs1 | 8% | 0% | 4% |

In the list so far, six have a COOH group.
| structure | HEK293 cAMP ctrl | Caspase-7 inhib | Casp1 inh |
| --- | --- | --- | --- |
| O=C(O)c1ccc(Cl)c(S(=O)(=O)Nc2ccccc2F)c1 | -1% | -1% | 1% |
| COc1ccc(S(=O)(=O)Nc2ccccc2C(=O)O)cc1 | -5% | 0% | -2% |
| CO[C@@]1(NC(=O)Cc2cccs2)C(=O)N2C(C(=O)O)=C(COC(N)=O)CS[C@@H]21 | -9% | -5% | -6% |
| Cc1cc(C)c(S(=O)(=O)Nc2ccccc2C(=O)O)cc1C | -16% | -1% | -5% |
| O=C(O)c1cc(S(=O)(=O)Nc2cccc(F)c2)ccc1Cl | -9% | 0% | -2% |
| O=C(O)CN(c1ccccc1F)S(=O)(=O)c1ccccc1 | ? | -1% | 2% |

Additional results
| structure | HEK293 cAMP ctrl | Caspase-7 inhib | Casp1 inh |
| --- | --- | --- | --- |
| O=C(CN1CCN(c2ccc(F)cc2)CC1)c1ccc2c(c1)OCO2 | 6% | -3% | -4% |
| Cc1cc(C(=O)N2CCN(c3ccccn3)CC2)c(C)o1 | -2% | -2% | -2% |
| CCOC(=O)c1[nH]c2cc(OC)c(OC)cc2c1NC(=O)c1ccc2c(c1)OCO2 | -24% | -1% | -3% |
| CC1(C)CC(=O)C(/C=N/c2ccccn2)=C(O)C1 | 5% | 1% | -2% |
| CC(C)C1NC2(C(=O)c3ccccc3C2=O)C2C(=O)N(c3ccc(F)cc3)C(=O)C12 (stereo unspecified) | 16% | -11% | -9% |
| CCOc1cccc(-c2cc(C(=O)N/N=C/c3cccc(OC)c3O)[nH]n2)c1 | 8% | -7% | -5% |

From PubChem

An excerpt (hit frequency here may not be typical).
